IMP-1 inh: IMP-1 metallo-beta-lactamase inhibitors, primary screen, biochemical, epi-absorbance readout, Pseudomonas aeruginosa enzyme | 290,000 tested, 0.45% active | metallo-beta-lactamase IMP-1 (Pseudomonas aeruginosa) | inhibition, % at 5.6 µM | purified IMP-1, nitrocefin hydrolysis, epi-absorbance fluorescence;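 active means inhibition above the mean plus 3 SD of all compounds in the same screening run, cut at about 4.5% in these data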;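 further: 0% = IMP-1 with DMSO and 100% = DMSO wells lacking enzyme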
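System: Purified IMP-1 | Read-out basis: Percent enzyme inhibition | Controls: IMP-1 with DMSO as 0%, enzyme-free DMSO as 100% | Replicates: One well per compound | Doses: 5.6 µM nominal single concentration | Detection: Epi-absorbance fluorescence, 480 nm excitation, 530 nm emission | Incubation: 25 °C, 15 min preincubation, 25 min reaction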
FID counter: compounds displacing fluorescent DNA intercalator, primary screen, artefact control for HCV NS3 helicase inhibitor project, biochemical, FID fluorescence; DNA fluorescent intercalator displacement; inhibition, % at 7.9 µM; 290,000 tested, 0.17% active; in the data active means inhibition above about 37%;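 further: 0% = vehicle and 100% = reference compound; higher means more ethidium bromide displaced from hairpin DNA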
NS3 helicase inh: inhibitors of HCV NS3 helicase, primary screen, biochemical, Cy5 molecular beacon fluorescence; Hepatitis C virus NS3 helicase; NS3 helicase DNA unwinding; inhibition, % at 10.9 µM; 290,000 tested, 0.56% active; AID 1800, 2009;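 active means inhibition above the mean of all tested compounds plus 3 SD, set per campaign, cut at about 35% in these data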;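 further: 0% = DMSO wells and 100% = thioflavine S control wells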
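Assay system – hepatitis C virus NS3 helicase domain fragment enzyme · Buffer or medium – MOPS pH 6.5, MgCl2, DTT, Tween20, BSA · Reagent – Cy5/quencher beacon DNA duplex and ATP to start · Compound – single 10.9 µM dose · Timing – 1 h at 25 °C · Technique – Cy5 beacon fluorescence read at start and 1 h · Measure – % inhibition of unwinding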
VIM-2 inhibitor: VIM-2 metallo-beta-lactamase inhibitors, primary screen, biochemical, epi-absorbance readout, Pseudomonas aeruginosa enzyme; purified VIM-2, nitrocefin hydrolysis, epi-absorbance fluorescence; inhibition, % at 5.6 µM; 290,000 tested, 0.89% active;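 active means inhibition above the mean of all tested compounds plus 3 SD, cutoff set per screening run, cut at about 7.5% in these data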;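 further: red hydrolysis product quenches plate fluorescence so inhibitors raise well fluorescence; 0% = enzyme with DMSO and 100% = DMSO without enzyme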
PHOSPHO1 block: PubChem AID 1565 | 290,000 tested, 1.1% active | inhibition, % at 13.3 µM | recombinant PHOSPHO1, absorbance phosphatase assay; in the data active means inhibition above about 60%
IDE cell activ: human IDE activators in live cells, primary screen, fluorescence polarization, HEK cells, FAbeta-B substrate; Insulin-degrading enzyme (Homo sapiens), P14735; FAbeta-B cleavage; 0% vehicle, 100% cell-free pure enzyme wells; activation, % at 5.96 µM; 340,000 tested, 0.073% active; AID 493087, 2011;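 active means activation above the mean of all tested compounds plus 3 SD, set per screening campaign, cut at about 17% in these data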
UBC9 SUMO inh: inhibitors of in vitro SUMOylation cascade, primary screen, biochemical, HTRF, uHTS. inhibition, % at 35 µM. 290,000 tested, 0.36% active. SUMO-conjugating enzyme UBC9 (Homo sapiens), P63279. HTRF SUMOylation assay, SAE1/SAE2 + UBC9; in the data active means inhibition above about 50%, passing the limit was not always enough; further: strong numbers were not always called active
Target sequence (P63279 whole entry, looked up): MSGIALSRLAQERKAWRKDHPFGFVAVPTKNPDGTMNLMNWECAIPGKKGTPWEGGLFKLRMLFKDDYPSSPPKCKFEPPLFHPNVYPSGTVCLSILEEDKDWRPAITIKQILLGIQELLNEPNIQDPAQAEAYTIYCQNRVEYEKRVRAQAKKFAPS
MEKK3 PB1 HTS: modulators of MEKK3-MEK5 PB1 binding, primary screen, biochemical, wildtype MEKK3, multiplex bead flow cytometry, Alexa488-MEK5. bead-based flow cytometry, Alexa488-MEK5 binding to MEKK3; actives lie on both sides; 0 = blocked by unlabeled MEK5, 100 = vehicle. binding response (% of control), % at 10 µM. 290,000 tested, 1.4% active. AID 1529, 2009;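 active means binding response more than 3 SD above or below the average of its plate-row segment, actives on both sides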;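 further: Alexa488 bead fluorescence after subtracting the streptavidin-only scavenger bead signal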
Target sequence (Q99759 whole entry, looked up): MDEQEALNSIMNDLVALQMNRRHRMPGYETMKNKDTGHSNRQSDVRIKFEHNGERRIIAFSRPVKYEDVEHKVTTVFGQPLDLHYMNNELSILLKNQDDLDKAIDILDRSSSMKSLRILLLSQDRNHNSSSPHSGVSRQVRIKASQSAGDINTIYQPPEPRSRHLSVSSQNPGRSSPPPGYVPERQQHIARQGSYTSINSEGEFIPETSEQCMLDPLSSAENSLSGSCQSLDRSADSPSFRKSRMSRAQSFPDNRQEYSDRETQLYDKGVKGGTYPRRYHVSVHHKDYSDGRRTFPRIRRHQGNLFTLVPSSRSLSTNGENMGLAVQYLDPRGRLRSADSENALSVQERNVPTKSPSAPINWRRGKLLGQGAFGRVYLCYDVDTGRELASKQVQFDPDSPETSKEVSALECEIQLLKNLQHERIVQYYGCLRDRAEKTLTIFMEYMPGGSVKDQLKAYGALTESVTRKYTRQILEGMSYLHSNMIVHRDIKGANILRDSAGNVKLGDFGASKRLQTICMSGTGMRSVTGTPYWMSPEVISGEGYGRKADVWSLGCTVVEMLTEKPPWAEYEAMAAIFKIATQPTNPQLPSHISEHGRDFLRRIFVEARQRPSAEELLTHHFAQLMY
p-CIP stab down: p/CIP-EGFP fusion destabilizers, primary screen, fluorescence, F442A cells; Q05BA5; AID 1984, 2009; 16 h; 290,000 tested, 0.01% active; decrease of EGFP signal, % at 10 µM;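 active means EGFP signal decrease of at least 30% at 10 µM or well 3 SD below plate mean, unless failing retest; inactive means the rest, including hits failing retest or dose response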; further: some compounds called inactive have numbers as strong as hits; many of its hits are not listed in these tables
* marks the source's active call; other numbers are inactive results; nt = no result given. Only part of the results is shown; rates above refer to the full screens.

SMILES | IMP-1 inh | FID counter | NS3 helicase inh | VIM-2 inhibitor | PHOSPHO1 block | IDE cell activ | UBC9 SUMO inh | MEKK3 PB1 HTS | p-CIP stab down
O=C(COC(=O)CNC(=O)c1ccccc1F)NCC(F)(F)F | -2.8 | -1 | 1 | 0.1 | 48 | 8 | 10 | 101 | -12
CCN(CC)S(=O)(=O)c1ccc(NC(=O)c2ccc(CN3CCOCC3)cc2)cc1 | 0.0 | -8 | -1 | -0.3 | 19 | 0 | -34 | 96 | 3
CCN(CC(=O)Nc1ccc(OC)cc1)C(=O)CN1C(=O)NC(C)(c2ccc3ccccc3c2)C1=O (stereo not given) | -0.9 | -51 | -2 | -2.4 | 48 | 1 | 5 | 104 | 11
O=C(Nc1ncccn1)C1c2ccccc2Oc2ccccc21 | -1.3 | -6 | -10 | -0.2 | 3 | 5 | -14 | 97 | -11
CCn1c(=NC(=O)c2cccc(N3C(=O)CCC3=O)c2)sc2c(C)ccc(OC)c21 | -1.7 | -3 | -15 | -2.5 | 20 | 2 | 20 | 100 | -6
N#CCSc1nnc(Cc2cccc3ccccc23)n1C1CCCCC1 | -1.8 | -39 | -13 | -2.8 | 1 | -5 | 9 | 95 | -10
O=C(NCCn1cc(SCc2ccc(F)cc2)c2ccccc21)c1ccccc1F | 0.1 | -17 | -7 | 1.8 | 16 | 3 | -22 | 108 | 2
CCc1nc2ccccc2c(C(=O)OCC(=O)C(C)(C)C)c1C | -2.3 | -28 | -4 | -0.2 | 32 | 0 | -6 | 97 | -2
COc1ccc(OC)c(C2C(C(=O)c3ccc(C)o3)=C(O)C(=O)N2c2cc(C)on2)c1 (stereo not given) | 2.1 | -47 | 10 | 0.6 | 34 | 1 | 19 | 104 | -10
Cc1c(C)n(Cc2ccccc2)c2ncnc(NCCN(C)C)c12 | -3.6 | -2 | -28 | -4.1 | nt | 4 | 2 | 104 | 1
Cc1cc(C)c2[nH]c(=O)c(CN(CC3CCCO3)C(=O)C3CCCO3)cc2c1 (stereo not given) | -2.5 | -26 | 2 | -0.8 | 9 | -1 | 5 | 104 | 1
COc1ccc(CCNC2CC(=O)N(N(C)C)C2=O)cc1OC (stereo not given) | -4.2 | -6 | -5 | -3.1 | 37 | -2 | -6 | 100 | -15
Cc1ccccc1NC(=S)N(Cc1cccnc1)Cc1ccccc1Cl | -4.0 | -8 | -3 | 0.0 | 17 | 2 | 8 | 105 | 7
O=S(=O)(c1ccccc1)N1CCN(C(c2ccccc2)c2ccc(OC(F)(F)F)cc2)CC1 (stereo not given) | -0.2 | -24 | -11 | -0.5 | 18 | -1 | 19 | 100 | -16
COc1ccc(/C=C(/C(=O)c2ccc(Cl)cc2Cl)n2cncn2)cc1 | -0.7 | -12 | -11 | -0.8 | 7 | 5 | 21 | 99 | 13
O=C(Nc1ccccc1OC(F)F)c1cccc(S(=O)(=O)N2CCCC2)c1 | 0.1 | -17 | 11 | -1.0 | 29 | 3 | -2 | 102 | -6
COc1ccc(S(=O)(=O)NC(C(=O)NCCc2ccccn2)C(C)C)cc1 (stereo not given) | -1.3 | -7 | 32 | -4.0 | 28 | 4 | 4 | 101 | 3
CN(C(=O)c1cnc(N2CCN(c3ncccn3)CC2)c2ccccc12)c1ccc(Cl)cc1 | -2.0 | -3 | -12 | -2.4 | 30 | -1 | 6 | nt | -6
Cn1c(N)c(C(=O)CSc2nc(N)cc(=O)[nH]2)c(=O)n(C)c1=O | -5.1 | -5 | 0 | -0.9 | -5 | -6 | 14 | 99 | -27
NC(=O)CSc1nccn1Cc1ccc(Cl)cc1 | -2.8 | -2 | -5 | -2.8 | 30 | 8 | 10 | 105 | 0
O=C(NCC(c1ccco1)N1CCCCC1)C(c1ccccc1)c1ccccc1 (stereo not given) | -1.8 | 9 | -4 | -2.4 | -8 | 2 | 13 | 100 | 0
COc1ccc(OCC(=O)N2CCN(c3nnc(-c4ccccc4)c4ccccc34)CC2)cc1 | -2.9 | -43 | -6 | -1.4 | 18 | -4 | 20 | 106 | -10
Cc1cc(C)c(NC2=NS(=O)(=O)c3ccccc32)c(C)c1 | -3.1 | 0 | 2 | -2.5 | 28 | 1 | 9 | 108 | 6
COc1ccc(S(=O)(=O)N(CC(=O)N2CCN(C)CC2)C2CCCCC2)cc1OC | -3.2 | 1 | -2 | -0.9 | 28 | 8 | -3 | 94 | 6
COC(=O)Cc1ccc(NC(=O)c2ccc3c(c2)C(=O)N(CC2CCCO2)C3=O)cc1 (stereo not given) | -0.3 | -20 | 7 | -3.3 | 43 | 1 | 6 | 105 | 6

Compound profiles, from the list above. Order of screens: IMP-1 inh | FID counter | NS3 helicase inh | VIM-2 inhibitor | PHOSPHO1 block | IDE cell activ | UBC9 SUMO inh | MEKK3 PB1 HTS | p-CIP stab down
`COc1ccc(S(=O)(=O)NC(C(=O)NCCc2ccccn2)C(C)C)cc1` (stereo not given) reads -1.3 | -7 | 32 | -4.0 | 28 | 4 | 4 | 101 | 3
`COc1ccc(/C=C(/C(=O)c2ccc(Cl)cc2Cl)n2cncn2)cc1` reads -0.7 | -12 | -11 | -0.8 | 7 | 5 | 21 | 99 | 13
`Cn1c(N)c(C(=O)CSc2nc(N)cc(=O)[nH]2)c(=O)n(C)c1=O` reads -5.1 | -5 | 0 | -0.9 | -5 | -6 | 14 | 99 | -27

Other entries
SMILES | IMP-1 inh | FID counter | NS3 helicase inh | VIM-2 inhibitor | PHOSPHO1 block | IDE cell activ | UBC9 SUMO inh | MEKK3 PB1 HTS | p-CIP stab down
COc1ccc(CCNC(=O)CN2C(=O)NC(Cc3c[nH]c4ccccc34)C2=O)cc1 (stereo not given) | -1.3 | -21 | 14 | -1.9 | -12 | -2 | 9 | 99 | 15
Cc1nn(-c2ccccc2)c(C)c1/C=N/NC(=O)c1cc(C23CC4CC(CC(C4)C2)C3)[nH]n1 | -0.8 | -6 | 0 | -0.1 | 21 | 1 | -28 | 95 | -5
CCc1nc(CNC(=O)C2CCC(=O)N(CCc3cccc(F)c3)C2)no1 (stereo not given) | -1.1 | -14 | 10 | -1.0 | 26 | 0 | -6 | 104 | -8
Cc1ccc(C)c(OCCCCCn2ccnc2)c1 | -3.6 | 6 | -7 | -2.5 | -14 | 2 | 21 | 105 | -4
Cc1cc(C)c(C(=O)N2CCCC(CNS(=O)(=O)c3cccs3)C2)o1 (stereo not given) | -2.2 | -24 | -9 | -1.1 | -11 | 5 | 9 | 103 | 5
O=C(Nc1ccc(F)cc1)N(CCCN1CCOCC1)Cc1cc2cc3c(cc2[nH]c1=O)OCO3 | -3.1 | 8 | 10 | 0.6 | -13 | 3 | 31 | nt | -20
CC(C)(C)c1ccc(C(=O)NCC(=O)OCN2C(=O)c3ccccc3C2=O)cc1 | -3.4 | -8 | -2 | -2.1 | 2 | -1 | 4 | 90 | 3
S=C(NCc1ccccc1)N1CCN(Cc2ccc3c(c2)OCO3)CC1 | -4.0 | 4 | -6 | -5.9 | 38 | 6 | 6 | 104 | -10
COc1ccccc1CNC(=O)c1ccc(OCC2CCCO2)cc1 (stereo not given) | -2.5 | -26 | 16 | -3.2 | -1 | 6 | -2 | 102 | 7
O=S(=O)(c1ccc(F)c(F)c1)N1CCN(c2ncccn2)CC1 | -3.6 | -5 | 5 | -2.1 | nt | 3 | 1 | 106 | -128
CCCCNCc1cc2ccccc2o1 | -5.0 | 1 | -7 | -1.9 | -8 | 7 | -6 | 111 | -9
CCOC(=O)COc1coc(CN2CCN(c3cccc(Cl)c3)CC2)cc1=O | -1.7 | -52 | 1 | -2.6 | 41 | 5 | -3 | 98 | 3
COC(=O)c1cc(NS(=O)(=O)c2ccc(NCc3cccnc3)c([N+](=O)[O-])c2)cc(C(=O)OC)c1 | -1.8 | 3 | -6 | -2.0 | -4 | 8 | -2 | 98 | -1
COc1ccc(/C=N/NC(=O)c2ccc(Cl)cc2)cc1COC(C)=O | -2.0 | -23 | 0 | -8.8 | 0 | 5 | 3 | 92 | -9
COc1ccc2nc(N3C(=O)/C(=C/c4ccc(Cl)cc4)NC3=S)sc2c1 | -2.1 | -3 | 8 | -1.3 | 6 | -3 | 9 | 101 | -2
NNc1cc([N+](=O)[O-])cc2c1C(=O)N(Cc1ccccc1)S2=O (stereo not given) | -4.2 | -14 | 7 | -2.6 | -78 | -7 | 9 | 103 | 0
Cc1ccc2nccc(C(=O)N3CCCC(Nc4ccc(C)c(C)c4)C3)c2c1 (stereo not given) | 0.3 | -40 | -11 | 1.5 | 41 | 2 | nt | 97 | -20
Cc1ccc(SCCNC(=O)C(C)C)cc1 | -2.5 | -6 | -1 | -1.8 | 16 | -1 | 3 | 92 | 8
CCOC(=O)Cc1csc(NC(=O)CSc2ccc(Br)cc2)n1 | -3.0 | -24 | -10 | -5.2 | 6 | -4 | 11 | 107 | -6

Just MEKK3 PB1 HTS and p-CIP stab down (5 entries from above):
canonical_smiles,MEKK3 PB1 HTS,p-CIP stab down
S=C(NCc1ccccc1)N1CCN(Cc2ccc3c(c2)OCO3)CC1,104,-10
Cc1ccc(SCCNC(=O)C(C)C)cc1,92,8
O=C(Nc1ccc(F)cc1)N(CCCN1CCOCC1)Cc1cc2cc3c(cc2[nH]c1=O)OCO3,nt,-20
Cc1ccc(C)c(OCCCCCn2ccnc2)c1,105,-4
COc1ccc(CCNC(=O)CN2C(=O)NC(Cc3c[nH]c4ccccc34)C2=O)cc1 (stereo not given),99,15

Some values from the entries so far.
VIM-2 inhibitor result of COc1ccc(/C=C(/C(=O)c2ccc(Cl)cc2Cl)n2cncn2)cc1 → -0.8
IDE cell activ result of Cc1nn(-c2ccccc2)c(C)c1/C=N/NC(=O)c1cc(C23CC4CC(CC(C4)C2)C3)[nH]n1 → 1
